Rtt109 Vps75: inhibitors of Candida albicans Rtt109/Vps75 histone acetyltransferase; 330,000 compounds, 0.16% hits; Q5AAJ8; AID 540336; inhibition, % at 34.9 µM; purified Rtt109/Vps75, ThioGlo CoA-SH fluorescence, 4 h;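 active means inhibition of at least 50% in every replicate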
DAGLB inh: diacylglycerol lipase beta (human) inhibition; Q8NCG7; HEK293T DAGLB membrane lysate, EnzChek fluorogenic substrate; inhibition, % at 5.17 µM; 340,000 compounds, 0.059% hits; in the data active means inhibition above about 34%;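 further: 0% = enzyme with vehicle and 100% = wells lacking enzyme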
CAL PDZ FP-1: human CAL PDZ-peptide interaction inhibition; Q9HD26; purified CAL PDZ, TMR-peptide fluorescence polarization, 1 h; inhibition, % at 20 µM; 330,000 compounds, 0.02% hits; AID 504414;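 active means highest replicate inhibition of at least 40%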;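 further: plate controls were DMSO neutral control wells for no effect and unlabeled competitor peptide control wells for full effect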
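Material: tagged CAL PDZ protein CerCALP, purified; buffer or medium: sodium phosphate/NaCl buffer pH 7.4 with TCEP, IgG, Thesit; also added: fluorescent TMR peptide probe; schedule: 1 h incubation at room temperature before polarization reading; technique: fluorescence polarization from S- and P-plane intensities, G-factor corrected; control set: unlabelled peptide and DMSO controls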
Keap1 Nrf2 FP: Keap1-Nrf2 (human) interaction inhibition; Keap1 Kelch-Nrf2 peptide fluorescence polarization, 1536-well; inhibition, % at 9.4 µM; 340,000 compounds, 0.15% hits; Q14145; in the data active means inhibition above about 12%;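 further: human Keap1 Kelch domain with fluorescein labeled Nrf2 9mer peptide probe; 0% = neutral control wells and 100% = peptide positive control; higher means more block of Keap1 binding to Nrf2 peptide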
PKA-R2B act: activators of human PKA-R2B complex; P22694+P31323; PKA-R2B holoenzyme dissociation, Cy5-IP20 fluorescence polarization; R2B truncated from residue 108, S112A mutant; 0% DMSO only, 100% 113 µM cGMP; activation, % at 11.4 µM; 340,000 compounds, 0.079% hits; AID 504700;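 active means activation above a cutoff set at the mean over all compounds plus 3 SD, cut at about 18% in these data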;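 further: higher means more holoenzyme dissociation and a rise in polarization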
Target sequence (P31323 whole entry, looked up, other chains not shown, the tested form may be a part): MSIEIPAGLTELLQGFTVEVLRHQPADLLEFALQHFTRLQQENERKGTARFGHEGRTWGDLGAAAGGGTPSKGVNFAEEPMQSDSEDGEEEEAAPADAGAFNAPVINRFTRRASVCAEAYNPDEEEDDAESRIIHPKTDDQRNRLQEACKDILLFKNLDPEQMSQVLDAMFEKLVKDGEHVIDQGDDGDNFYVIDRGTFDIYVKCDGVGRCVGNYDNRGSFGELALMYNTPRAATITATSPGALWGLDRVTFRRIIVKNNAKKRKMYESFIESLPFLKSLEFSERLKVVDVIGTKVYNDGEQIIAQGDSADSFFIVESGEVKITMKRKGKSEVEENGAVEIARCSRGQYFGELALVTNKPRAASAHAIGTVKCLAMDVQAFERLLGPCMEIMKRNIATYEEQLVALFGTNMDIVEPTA
cardiac RTF act: increases calcium sensitivity of human cardiac regulated thin filaments; P19429+P45379; IANBD-labeled TnC RTF fluorescence at EC20 calcium; 0% EC20 calcium, 100% full calcium; activation, % at 7.2 µM; 340,000 compounds, 0.24% hits; AID 493008;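 active means activation above the mean over all tested compounds plus 3 SD, cut at about 30% in these data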;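 further: rise in fluorescence read as greater calcium sensitivity of cardiac thin filaments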
CAL PDZ FP-2: inhibitors of human CAL PDZ peptide binding; Q9HD26; purified CAL PDZ, TMR-peptide fluorescence polarization, 1 h; inhibition, % at 24.9 µM; 300,000 compounds, 0.92% hits; AID 602252;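 active means mean inhibition of at least 30% with at least half of replicates also reaching 30%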;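 further: 0% = DMSO neutral control and 100% = excess unlabeled competitor peptide PRC23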
Cardiac RTF inh: cardiac RTF calcium desensitization | IANBD-labeled cardiac RTF, Ca2+ fluorescence | inhibition, % at 7.15 µM | 340,000 compounds, 0.12% hits | AID 493244;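 active means inhibition above the mean inhibition of all tested compounds plus 3 SD, cut at about 17% in these data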;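 further: assay run at fixed EC70 calcium of 1.6 mM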
C-LANA FP: KSHV C-LANA DNA binding inhibition; MBP-C-LANA/FAM-LBS DNA binding, fluorescence polarization; inhibition, % at 9 µM; 340,000 compounds, 0.078% hits;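 active means highest replicate inhibition at or above 60% at 9 µM, even if other replicates fall short; inactive means all replicates below 60% inhibition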;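 further: 0% = neutral control wells and 100% = 4 µM acridine orange control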
SR-BI uptake up: enhances SR-BI lipid uptake from DiI-HDL; activation, % at 12.5 µM; 320,000 compounds, 0.096% hits; CHO ldlA[mSR-BI] cells, DiI-HDL uptake fluorescence, 3 h; 100 = double the neutral-control signal; AID 504775;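 active means mean replicate activation of at least 60% and every replicate at or above 60%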;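 further: 0% = median plate neutral-control signal and 100% = twice that signal; values of inactives mirror those of a sister screen read the other way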
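Assay system: CHO ldlA[mSR-BI] cells, LDL receptor-null, SR-BI overexpressing; medium: Ham's F12 with 0.5% BSA, HEPES 25 mM, pH 7.4; also added: DiI-HDL 10 µg/mL; timing: 3 h uptake period with compound, 37 °C; signal: DiI fluorescence, bottom read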
The depositor's hits bear a star; / = no result given.

Second line of a record: Rtt109 Vps75, DAGLB inh, CAL PDZ FP-1, Keap1 Nrf2 FP, PKA-R2B act, cardiac RTF act, CAL PDZ FP-2, Cardiac RTF inh, C-LANA FP, SR-BI uptake up
COc1ccc(C(c2c(C)[nH][nH]c2=O)c2c(C)[nH][nH]c2=O)cc1Br
 : -6, 1, 0.4, 3, 7, -4, /, -5, -0.2, 4
CSc1ccccc1OCc1cc(C(=O)N(C)CCc2c(C)n[nH]c2C)no1
 : 8, -1, -0.2, -4, -2, -2, /, 1, -1.8, -20
CN(CCc1ccccc1)C(=O)c1ccc(NC(=O)Cc2cccc(NC(=O)C3CCN(C(=O)c4ccccc4)CC3)c2)cc1
 : -6, -4, -2.0, -3, 9, -3, -3, -4, 2.0, -36
Cc1nnc(SCC(=O)Nc2ccc3[nH]c(=O)[nH]c3c2)s1
 : -10, -2, 2.0, -2, -8, 8, -2, -5, 1.7, 10
CC1CCCCN1C(=O)c1ccc(CS(=O)(=O)Cc2ccccc2)cc1 (stereo not given)
 : 11, -1, 0.7, -5, -2, 0, -1, -5, -1.5, -9
O=[n+]1c2c(n([O-])c3ccccc31)CCCC2
 : -2, 1, 0.1, -3, -6, -5, -3, -1, 1.9, 9
CCN1CCN(CC(=O)c2cc(OC)c(OC)c(OC)c2)CC1
 : 12, -2, -0.7, -5, -3, -2, /, 2, -1.1, -4
CCCCCN1CC(O)=C(c2ccccc2)C1=N
 : -8, 2, 0.2, 0, 1, -3, 3, 6, 0.3, -1
COc1ccc2nc3oc(C(=O)N4CCC(C(N)=O)CC4)cc3cc2c1
 : -47, 3, /, 9, 1, -2, 0, 2, -0.1, 14
O=S(=O)(c1ccccc1)c1nc(-c2ccco2)oc1N1CCOCC1
 : -2, -1, 0.5, 0, -13, 0, -5, -16, 0.2, /
CC(=O)c1cccc(NC(=O)Oc2ccccc2)c1
 : -1, 1, -0.4, -5, -9, 2, -7, -5, 0.8, 1
O=C(NCc1ccccc1Br)c1cccc2c1C(=O)c1ccc(N3CCC(Cc4ccccc4)CC3)cc1S2(=O)=O
 : 0, -2, 0.2, -1, 4, 6, 0, -2, 35, 18
CN(C)C(CNC(=O)C1CC(=O)N(Cc2ccccc2)C1)c1ccccc1 (stereo not given)
 : -1, 3, -1.6, -3, -2, 0, -8, 1, 0.5, 20
Cc1nc(NC(=O)CCl)sc1C(=O)N(C)C
 : -14, -4, -0.1, 3, -9, -5, /, 4, 2.0, 24
COc1cccc(C(C)NC(=O)c2ccncc2)c1 (stereo not given)
 : -2, -1, -0.2, -6, 3, 5, -5, -6, 1.4, 20

No new results follow: two of the compounds above.
Second line of a record: Rtt109 Vps75, DAGLB inh, CAL PDZ FP-1, Keap1 Nrf2 FP, PKA-R2B act, cardiac RTF act, CAL PDZ FP-2, Cardiac RTF inh, C-LANA FP, SR-BI uptake up
CN(C)C(CNC(=O)C1CC(=O)N(Cc2ccccc2)C1)c1ccccc1 (stereo not given)
 : -1, 3, -1.6, -3, -2, 0, -8, 1, 0.5, 20
Cc1nc(NC(=O)CCl)sc1C(=O)N(C)C
 : -14, -4, -0.1, 3, -9, -5, /, 4, 2.0, 24

Reformatted field by field: entries from further up.
SMILES: CCN1CCN(CC(=O)c2cc(OC)c(OC)c(OC)c2)CC1
  Rtt109 Vps75 = 12 | DAGLB inh = -2 | CAL PDZ FP-1 = -0.7 | Keap1 Nrf2 FP = -5 | PKA-R2B act = -3 | cardiac RTF act = -2 | CAL PDZ FP-2 = / | Cardiac RTF inh = 2 | C-LANA FP = -1.1 | SR-BI uptake up = -4
SMILES: CCCCCN1CC(O)=C(c2ccccc2)C1=N
  Rtt109 Vps75 = -8 | DAGLB inh = 2 | CAL PDZ FP-1 = 0.2 | Keap1 Nrf2 FP = 0 | PKA-R2B act = 1 | cardiac RTF act = -3 | CAL PDZ FP-2 = 3 | Cardiac RTF inh = 6 | C-LANA FP = 0.3 | SR-BI uptake up = -1
SMILES: COc1ccc2nc3oc(C(=O)N4CCC(C(N)=O)CC4)cc3cc2c1
  Rtt109 Vps75 = -47 | DAGLB inh = 3 | CAL PDZ FP-1 = / | Keap1 Nrf2 FP = 9 | PKA-R2B act = 1 | cardiac RTF act = -2 | CAL PDZ FP-2 = 0 | Cardiac RTF inh = 2 | C-LANA FP = -0.1 | SR-BI uptake up = 14
SMILES: O=S(=O)(c1ccccc1)c1nc(-c2ccco2)oc1N1CCOCC1
  Rtt109 Vps75 = -2 | DAGLB inh = -1 | CAL PDZ FP-1 = 0.5 | Keap1 Nrf2 FP = 0 | PKA-R2B act = -13 | cardiac RTF act = 0 | CAL PDZ FP-2 = -5 | Cardiac RTF inh = -16 | C-LANA FP = 0.2 | SR-BI uptake up = /

Remaining list, next part
Second line of a record: Rtt109 Vps75, DAGLB inh, CAL PDZ FP-1, Keap1 Nrf2 FP, PKA-R2B act, cardiac RTF act, CAL PDZ FP-2, Cardiac RTF inh, C-LANA FP, SR-BI uptake up
CCOc1ccc(C2C(C(=O)c3ccco3)=C(O)C(=O)N2CCCn2ccnc2)cc1 (stereo not given)
 : 0, 2, -2.1, -9, 3, 8, -2, 0, 1.2, 4
Cc1ccc(/C=N/NC(=O)c2nc3nc(C)cc(C)n3n2)cc1
 : -9, -1, 0.4, -3, -8, 2, -2, -5, 5.2, -8
Cc1csc(NC(=O)c2ccc3nc[nH]c3c2)n1
 : 2, 4, -2.0, -9, 1, 2, -8, -3, -0.4, 0
C/C(NC(=O)c1cccs1)=C1\C(=O)C[C@@H]2[C@H]1C2(C)C
 : 8, -5, -1.2, 1, -6, -3, 1, -8, 1.6, 26
CCCCc1cn([C@@H](CCCCN)C(=O)N2CCNCC2)nn1
 : 2, -4, -0.1, 5, -15, 4, -1, -9, 11, 11
